NALP1 inh: NALP1 inflammasome inhibitors in reconstituted yeast, colorimetric, S. cerevisiae, triplicate retest | S. cerevisiae NALP1/ASC/caspase-1 growth, X-gal OD620, 72 h | inhibition, % at 10 µM | 280,000 compounds, 0.61% hits | AID 2071, 2009; in the data active = inhibition mostly above about 24%, no sharp cut-off; inactive = mostly below about 32%; note: some compounds called inactive have numbers as strong as hits
MEKK2 WT-MEK5: modulators of MEK5 binding to wildtype MEKK2, primary screen, biochemical, multiplex bead flow cytometry, Alexa488-MEK5. binding response (% of control), % at 10 µM. Mitogen-activated protein kinase kinase kinase 2 (Homo sapiens), Q9Y2U5. 290,000 compounds, 1.1% hits. Alexa488-MEK5 binding to MEKK2 WT; actives lie on both sides; in the data active = binding response below about 67% or above about 130%
OXTR ag: human OXTR agonists, primary screen, fluorescence, CHO-OTR cells, Fluo-8 calcium | activation, % at 3 µM | Fluo-8 calcium fluorescence; normalized: DMSO 0%, oxytocin 100% | Oxytocin receptor (Homo sapiens), P30559 | 320,000 compounds, 0.32% hits;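 active = activation above the mean of all tested compounds plus 3 SD, cutoff set per screening run, cut at about 20% in these data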;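 note: peak over basal fluorescence ratio from a 100 s FLIPR kinetic read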
PHOSPHO1 inh: PubChem AID 1565; Phosphoethanolamine/phosphocholine phosphatase (Homo sapiens), Q8TCT1; recombinant PHOSPHO1, absorbance phosphatase assay; inhibition, % at 13.3 µM; 290,000 compounds, 1.1% hits; in the data active = inhibition above about 60%
Target sequence (Q8TCT1 whole entry, looked up): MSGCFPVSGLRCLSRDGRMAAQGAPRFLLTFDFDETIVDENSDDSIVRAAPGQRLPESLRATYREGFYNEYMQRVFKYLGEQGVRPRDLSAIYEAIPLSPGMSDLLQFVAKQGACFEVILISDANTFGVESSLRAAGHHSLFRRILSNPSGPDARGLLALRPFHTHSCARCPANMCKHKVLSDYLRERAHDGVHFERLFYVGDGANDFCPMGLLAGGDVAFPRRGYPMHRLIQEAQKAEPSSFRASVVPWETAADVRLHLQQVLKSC
MEKK2mut PB1 HTS: MEK5 binding signal on mutant MEKK2 PB1, primary screen, biochemical, multiplex bead flow cytometry, Alexa488-MEK5. Alexa488-MEK5 binding to MEKK2 mutant. percent response, % at 10 µM. 290,000 compounds, 0.35% hits; in the data active = percent response above about 24%, passing the limit was not always enough; note: inactives centre near 1; some results filed as inactive read as strong as hits; reference of the scale not given here
GPR7 antagonist: GPR7 receptor antagonists, primary screen, cell-based, fluorescence, single concentration; Neuropeptides B/W receptor type 1 (Homo sapiens), P48145; GPR7-expressing cells, fluorescence antagonist assay; inhibition, % at 4.4 µM; 290,000 compounds, 1.1% hits; in the data active = inhibition above about 16%, passing the limit was not always enough;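 note: cells stimulated with the agonist NPW; 0% = agonist with vehicle and 100% = vehicle without agonist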
Target sequence (P48145 whole entry, looked up): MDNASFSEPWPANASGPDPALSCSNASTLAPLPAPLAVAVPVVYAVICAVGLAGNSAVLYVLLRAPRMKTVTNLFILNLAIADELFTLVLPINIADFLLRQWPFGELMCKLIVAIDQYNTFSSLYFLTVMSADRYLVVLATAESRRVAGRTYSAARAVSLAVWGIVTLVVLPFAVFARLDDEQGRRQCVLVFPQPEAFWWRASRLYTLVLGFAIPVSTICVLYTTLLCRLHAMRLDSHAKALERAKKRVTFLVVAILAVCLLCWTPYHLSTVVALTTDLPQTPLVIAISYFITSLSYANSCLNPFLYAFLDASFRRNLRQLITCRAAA
V1R ag counter: agonists of human V1a receptor, primary screen, counter-screen for OXTR agonist project, fluorescence, CHO-V1R cells | activation, % at 3 µM | Vasopressin V1a receptor (Homo sapiens), P37288 | Fluo-8 calcium fluorescence, agonist mode; 0% DMSO, 100% 3 nM vasopressin | 320,000 compounds, 0.25% hits | AID 2797, 2010;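 active = activation above the mean activation of all tested compounds plus 3 SD, per screening run, cut at about 20% in these data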;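 note: signal is peak over basal fluorescence ratio across a 100 second FLIPR read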
MEKK3 PB1 HTS: modulators of MEKK3-MEK5 PB1 binding, primary screen, biochemical, wildtype MEKK3, multiplex bead flow cytometry, Alexa488-MEK5 | AID 1529, 2009 | bead-based flow cytometry, Alexa488-MEK5 binding to MEKK3; actives lie on both sides; 0 = blocked by unlabeled MEK5, 100 = vehicle | 290,000 compounds, 1.4% hits | Mitogen-activated protein kinase kinase kinase 3 (Homo sapiens), Q99759 | binding response (% of control), % at 10 µM;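 active = binding response more than 3 SD above or below the average of its plate-row segment, actives on both sides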;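 note: Alexa488 bead fluorescence after subtracting the streptavidin-only scavenger bead signal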
GalR3 antag: GalR3 antagonists in HEK293 cells, primary screen, cell-based, fluorescence readout; inhibition, % at 3 µM; AID 651719, 2012; 360,000 compounds, 0.44% hits; HEK293 GalR3-CNG cAMP membrane potential fluorescence; galR3 body fused to GalR1 C-terminus;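 active = inhibition above the screen-wide average plus 3 SD, cut at about 13% in these data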;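 note: forskolin and galanin both at EC90 stimulate the cells; cAMP rise reported by CNG channel membrane potential dye signal; 0% = forskolin plus galanin with DMSO and 100% = forskolin alone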
Target sequence (O60755 1-299 limits assumed): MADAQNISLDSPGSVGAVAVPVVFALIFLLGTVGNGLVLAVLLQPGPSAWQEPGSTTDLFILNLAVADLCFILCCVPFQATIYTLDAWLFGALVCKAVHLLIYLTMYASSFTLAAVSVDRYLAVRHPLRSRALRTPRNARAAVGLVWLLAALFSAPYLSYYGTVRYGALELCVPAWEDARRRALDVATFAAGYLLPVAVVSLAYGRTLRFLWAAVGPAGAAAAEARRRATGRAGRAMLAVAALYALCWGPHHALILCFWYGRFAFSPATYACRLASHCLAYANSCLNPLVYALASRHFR
* = called active by the depositor; x = no result given.

Order of results – NALP1 inh	MEKK2 WT-MEK5	OXTR ag	PHOSPHO1 inh	MEKK2mut PB1 HTS	GPR7 antagonist	V1R ag counter	MEKK3 PB1 HTS	GalR3 antag
- CC(=O)Nc1ccc(NC(=O)c2cc(=O)c3cc(C)c(C)cc3o2)cc1
→ -49	104	0.3	27	7	-7	-0.3	105	-11
- CC(=O)Nc1cccc(NC(=O)COc2ccc3c(c2)OCO3)c1
→ -24	106	6.0	27	2	-8	7.5	107	-10
- Cc1nn(Cc2c(Cl)cccc2Cl)c(C)c1NC(=O)c1cnn2c(C(F)F)cc(-c3ccccc3)nc12
→ 13	100	-0.6	-7	0	8	0.0	101	-2
- C=CCn1c(CCC(O)COCCCCC)n[nH]c1=S (configuration not stated)
→ -22	92	1.4	6	1	-8	0.2	95	-4
- C=CCC(=O)N1CCCC(C(=O)c2ccc(Cl)cc2)C1 (configuration not stated)
→ 12	107	-0.9	-8	5	-8	-0.3	107	-11
- CC(=O)n1nc(-c2cccnc2)nc1NCc1cccs1
→ -9	103	0.3	44	-1	2	0.6	115	8
- Cc1ccc2[nH]c3nc(NN)nnc3c2c1
→ -2	112	x	-21	2	-10	x	106	-11
- Cc1ccc(N(C(=O)C2CCCC2)C2C=CS(=O)(=O)C2)cc1C (configuration not stated)
→ 12	95	-0.9	-7	-3	8	-0.9	94	-2
- O=C(CNC(=O)N1CC(=O)Nc2ccccc21)NCCc1c[nH]c2ccccc12
→ 12	112	-0.5	8	5	-9	-0.8	102	-8
- COc1cccc(CNC(=O)C(C(=O)NCc2cccc(OC)c2)c2ncc(C(F)(F)F)cc2Cl)c1
→ -6	93	-1.7	7	-4	-13	-0.5	96	2

Seven entries from above, with bars between the fields:
SMILES | NALP1 inh | MEKK2 WT-MEK5 | OXTR ag | PHOSPHO1 inh | MEKK2mut PB1 HTS | GPR7 antagonist | V1R ag counter | MEKK3 PB1 HTS | GalR3 antag
C=CCC(=O)N1CCCC(C(=O)c2ccc(Cl)cc2)C1 (configuration not stated) | 12 | 107 | -0.9 | -8 | 5 | -8 | -0.3 | 107 | -11
CC(=O)Nc1cccc(NC(=O)COc2ccc3c(c2)OCO3)c1 | -24 | 106 | 6.0 | 27 | 2 | -8 | 7.5 | 107 | -10
CC(=O)n1nc(-c2cccnc2)nc1NCc1cccs1 | -9 | 103 | 0.3 | 44 | -1 | 2 | 0.6 | 115 | 8
O=C(CNC(=O)N1CC(=O)Nc2ccccc21)NCCc1c[nH]c2ccccc12 | 12 | 112 | -0.5 | 8 | 5 | -9 | -0.8 | 102 | -8
Cc1ccc(N(C(=O)C2CCCC2)C2C=CS(=O)(=O)C2)cc1C (configuration not stated) | 12 | 95 | -0.9 | -7 | -3 | 8 | -0.9 | 94 | -2
Cc1nn(Cc2c(Cl)cccc2Cl)c(C)c1NC(=O)c1cnn2c(C(F)F)cc(-c3ccccc3)nc12 | 13 | 100 | -0.6 | -7 | 0 | 8 | 0.0 | 101 | -2
C=CCn1c(CCC(O)COCCCCC)n[nH]c1=S (configuration not stated) | -22 | 92 | 1.4 | 6 | 1 | -8 | 0.2 | 95 | -4

Next section
Order of results – NALP1 inh	MEKK2 WT-MEK5	OXTR ag	PHOSPHO1 inh	MEKK2mut PB1 HTS	GPR7 antagonist	V1R ag counter	MEKK3 PB1 HTS	GalR3 antag
- Cn1c2ccccc2c2nnc(SCC(=O)Nc3cccc(C(=O)O)c3)nc21
→ 8	102	-0.2	42	7	-3	0.2	102	-6
- Cc1cccc(N2CCN(C(=S)Nc3ccc4nc(N5CCN(C)CC5)cc(C)c4c3)CC2C)c1 (configuration not stated)
→ 4	116	5.7	16	2	7	0.6	91	-6
- CCOc1ccc(N2C(=O)CN(O)C=C3N=c4ccccc4=C32)cc1
→ 11	75	0.8	16	-12	14	0.7	81	x
- COc1ccc(CNC(=O)CN2CCN(c3ccc(F)cc3)CC2)cc1
→ 6	103	-0.5	6	2	1	1.2	99	-12
- CC(=O)c1cccc(NC(=O)Nc2ccc3c(c2)CCC3)c1
→ -2	104	5.2	32	7	-11	6.7	104	-2
- CCOCCCNC(=O)C(NC(=O)c1ccc2c(c1)OCO2)c1ccc(OC)cc1 (configuration not stated)
→ -15	107	0.1	21	8	3	1.1	104	0
- COc1ccc(C(CNC(=O)Cc2cccs2)N(C)C)cc1 (configuration not stated)
→ 23	104	0.6	28	1	-6	-0.5	102	-2
- CCN(C(=O)C1CCCN1S(=O)(=O)c1cccc2nsnc12)c1ccccc1 (configuration not stated)
→ x	93	2.2	42	2	-5	1.5	94	-8
- COc1ccccc1OC(=O)C1CC(=O)N(c2ccc(Cl)cc2)C1 (configuration not stated)
→ 21	92	6.1	28	-2	-2	5.8	89	-2
- COc1ccc(OC)c2[nH]c(C(=O)O)cc12
→ -6	106	0.0	-2	-14	5	0.3	80	-4
- O=C(N1CCN(Cc2ccc3c(c2)OCO3)CC1)C12CC3CC(CC(C3)C1)C2
→ 15	101	-0.1	11	2	x	0.3	103	-2
- NC(Cc1ccc2nonc2c1)C(=O)O (configuration not stated)
→ -14	112	0.4	15	6	-8	0.9	107	-4
- CNC(=O)NC(=O)CSc1nnc(C(F)(F)F)n1C
→ -1	104	0.4	10	2	-2	1.0	104	-3
- Oc1ccc2ccccc2c1C=NC12CN3CCN(CN(C3)C1)C2
→ -6	101	-0.7	19	4	0	-0.4	97	-2
- CCOC(=O)c1ccc[n+](CC(=O)c2ccccc2)c1
→ 29	98	0.1	-24	-1	0	1.7	115	2
- CCN(CC)CCNC(=O)Cn1cnc2sc(C)c(S(=O)(=O)N3CCN(c4ncccn4)CC3)c2c1=O
→ 5	101	-0.4	-1	0	-4	0.0	110	-1
- O=C(COC(=O)c1cccc(C(=O)OCC(=O)NC2CCCCC2)n1)NC1CCCCC1
→ 9	102	-0.7	-4	5	-7	0.2	101	-2
- CCN(CC)S(=O)(=O)c1ccc(Oc2cccc(C(C)=O)c2)nc1
→ 5	103	3.4	8	2	-5	1.7	101	1
- Cc1cc(=O)oc(C)c1C(=O)NCCCN1C(C)CCCC1C (configuration not stated)
→ 6	108	0.7	20	5	-3	-0.7	106	-6
- Cn1c(Cc2ccccc2)nnc1SCC(=O)Nc1ccccc1
→ 8	91	-0.3	45	0	-5	-0.1	96	-2
- COc1ccccc1NC(=O)c1nn(C)c(C(=O)Nc2ccccc2OC)c1[N+](=O)[O-]
→ 16	98	-0.1	2	6	-14	0.6	102	-9
- COc1ccc(NC(=O)CSc2nc(C)c3c(c2C#N)CCCC3)cc1
→ 8	101	-0.1	34	2	-3	-0.4	105	-4
- O=C(Nc1cccc(F)c1)C1CCCN(S(=O)(=O)c2cnc[nH]2)C1 (configuration not stated)
→ 4	100	0.1	26	0	-5	0.8	101	-7
- O=C(CN1C2CCCC1CC(NC(=O)C1CCCCC1)C2)Nc1ccccc1C(F)(F)F (configuration not stated)
→ 4	87	-1.1	45	-9	-3	2.6	95	-6
- CC(=O)Nc1scc(-c2ccccc2)[n+]1-c1ccc(C)cc1
→ 3	91	-1.1	-10	-24	-13	-0.9	100	-3
- CC(C)N1C(=O)c2ccccc2C1C(=O)NC1CCCCCC1 (configuration not stated)
→ 24	73	-0.9	24	-9	11	-0.1	69	-7
- Cn1c(C(=O)OC(C(=O)NC2CCCCC2)c2cccnc2)cc2sccc21 (configuration not stated)
→ 4	99	-2.9	-12	0	-2	-1.2	101	3
- Cc1cc(C(=O)OCC(=O)Nc2cc(C)on2)c2ccccc2n1
→ 12	97	0.8	-3	-2	-15	0.5	99	-6
- COC(=O)c1ccc(C2C(C(=O)c3ccc(C)o3)=C(O)C(=O)N2c2cc(C)on2)cc1 (configuration not stated)
→ 13	105	-0.3	24	0	-2	0.1	103	0
- COCC(=O)N1CCCc2ccccc21
→ 9	106	-0.3	-21	3	-12	1.2	102	9
- Cc1ccc2nc(-c3ccc(SCC(=O)N4CCc5ccccc54)nc3)[nH]c2c1
→ 29	91	-1.7	-5	-4	0	0.2	91	-2
- COc1ccccc1C1NC(=O)CS1 (configuration not stated)
→ 9	107	0.0	7	7	-5	0.1	105	4
- Cc1c(CCCN)c2ccccc2n1Cc1ccccc1
→ 19	109	6.3	-6	0	10	2.4	108	-6
- COc1ccc(NC(=O)CN2CCC(C)CC2)cc1
→ 7	96	1.6	11	-4	-5	0.3	95	-2
- COCCNC(=O)C(c1ccc(C)o1)N(Cc1ccc(F)cc1)C(=O)Cn1nnc2ccccc21 (configuration not stated)
→ -5	109	-0.7	-20	4	-6	0.4	106	3
- CC(C)CCn1nnnc1CN1CCN(C(=O)c2ccco2)CC1
→ 18	99	0.8	26	-3	-11	0.6	100	-3
- COc1ccccc1CNCC(=O)Nc1cc(S(=O)(=O)N2CCCCCC2)ccc1Cl
→ -4	110	0.5	10	-2	-9	-0.6	104	-5
- CC(C)N1CCc2c(sc(N)c2C#N)C1
→ 13	2.0*	1.1	11	23	x	1.0	90	-7
- COc1ccc(S(N)(=O)=O)cc1C(=O)NCC(C)(C)N1CCCCC1
→ 33	94	0.3	24	-10	-2	1.1	97	1
- Cc1sc(NC(=O)CSc2nnc(COc3ccc(Cl)cc3)n2C)c(C#N)c1C
→ 3	100	-1.4	43	-2	0	0.2	99	2

Screening results as filed in PubChem BioAssay.
